# Bioassay records (PubChem BioAssay)
# Pf Dd2 inh: blocks in vitro growth of P. falciparum Dd2 | Potency, µM (series often up to 28.9 µM), without a hit: at the top dose activity, negative = inhibition, usual class: inhibitors | actives 4.3% (n = 120,000) | P. falciparum Dd2 growth, SYBR Green, 72 h; active means well fitted inhibition curve with a large enough effect; inconclusive means small, poorly fitted or top-dose-only effect; inactive means no such curve, though single readings can be large or run the other way;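 further: plate controls were DMSO vehicle for no effect and reference drug for full effect; nearly all actives have a fitted effect of over 65% in size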
#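 Readout: SYBR Green fluorescence, 485 nm excitation, 535 nm emission, after ~16 h lysis at 37C. Before that, Dd2-infected red cells (2.5% hematocrit) grew 72 h with compound, 29 uM top final concentration.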
# Active calls of the source: *; i = inactive; u = inconclusive; [ ] = another dose, or the depositor's remark. Potency means the concentration at half of the fitted maximal effect.
no.	SMILES	Pf Dd2 inh
1	Cc1noc(-c2cn(C3CCCN(C(=O)c4cccc5[nH]ccc45)C3)nn2)n1 (stereo not drawn)	54.2%[activator]
2	COc1ccccc1CNC(=O)CCCc1nnc2n(CC(C)C)c(=O)c3sccc3n12	i
3	Cc1nc2c(c(=O)[nH]1)CCN(C(=O)c1ccccc1C(F)(F)F)C2	0.8%
4	O=C(CN1C(=O)NC(c2ccccc2Cl)C2=C1COC2=O)Nc1ccccc1C(F)(F)F (stereo not drawn)	u
5	Cc1nnc(NC(=O)CSc2nccn2-c2cccc(Cl)c2)s1	i
6	COc1ccccc1C(=O)N1CCC(Cc2n[nH]c(C)n2)CC1	11.4%
7	COc1ccc(C)c2sc(NC(=O)c3ccc(S(=O)(=O)N(C)C)cc3)nc12	-21.6%
8	CC(C)n1ccnc1CN1CCCC12CCN(c1ccc(C(F)(F)F)cn1)CC2	12.6µM*
9	COCCn1ncc(N2CCC(NC(=O)C3CCC3)CC2)cc1=O	i
10	Cc1ccc2[nH]c3c(=O)n(CC(=O)NCCc4ccc(Cl)cc4)ncc3c2c1	44.7%[activator]
11	COCCc1nncn1C1CCN(S(=O)(=O)c2ccccc2C(F)(F)F)CC1	-19.7%
12	CCOc1ccc(-n2c(C)nc3cc(C(=O)NCCC4=CCCCC4)ccc32)cc1	-7.4%
13	O=C(c1ccc(F)cc1Cl)N1CCC(c2n[nH]c(=O)n2-c2ccccc2)CC1	40.7%[activator]
14	Cc1nccn1CC(=O)NCC1CCN(c2cc(-c3ccccc3)[nH]n2)CC1	i
15	CC(=O)c1ccc(NC(=O)CCc2c(C)nn(-c3ccc4nncn4n3)c2C)cc1	12.2%
16	CCOc1ccccc1C1NC(=O)N(CC(=O)Nc2ccc(C)c(F)c2)C2=C1C(=O)OC2 (stereo not drawn)	u
17	Cn1cnc(C(=O)N2CCC(C3CCN(S(C)(=O)=O)CC3)C2)c1 (stereo not drawn)	13.1%
18	COCCNC(=O)CCC1CCN(S(=O)(=O)c2cccc(F)c2)CC1	-14.1%
19	C[C@@H](c1ccccc1)N(C)C(=O)c1cc(Cn2cnc3ccccc32)[nH]n1	u
20	COc1nc2c(cc1CNC(=O)c1cnc(C)nc1)C(=O)N(C1CCCC1)C2	-2.5%
21	COc1cccc(NC(=O)c2oc3ccc(S(=O)(=O)N4CCCCCC4)cc3c2C)c1	u
22	COc1cc(NC(=O)Cn2cnc3sc(C)c(S(=O)(=O)N4CCC(C)CC4)c3c2=O)cc(OC)c1OC	-19.6%
23	Cc1cn2c(=O)cc(COC(=O)c3cccc(NC(=O)COc4ccccc4)c3)nc2s1	i
24	O=C1Nc2ccccc2C12CCN(c1cc(C3CC(O)C3)ncn1)CC2 (stereo not drawn)	-26.3%
25	O=C(CC1CCCN(c2cn[nH]c(=O)c2)C1)Nc1ccc(F)cc1F (stereo not drawn)	26.9%
26	COc1ccc(C2Cn3nnc(-c4noc(-c5cccc(Cl)c5)n4)c3CO2)cc1 (stereo not drawn)	u
27	CC1=NS(=O)(=O)N(C)C=C1C(=O)OCc1nc(-c2ccc(Cl)cc2)no1	11.5%
28	Cc1ccc(NC(=O)C2(Cc3cccnc3)CCCCC(=O)N2)cc1 (stereo not drawn)	-15.3%
29	COc1cc(CN2C[C@@H](F)[C@@H](OCc3nc4ccc(F)cc4[nH]3)C2)cc(OC)c1OC	u
30	O=C(Cc1cccs1)N1CCC(Oc2ncccc2C(=O)N2CCCCC2)C1 (stereo not drawn)	i
31	N#Cc1ccc(C(=O)NC2CCN(c3cc(-c4cccs4)[nH]n3)C2)cc1 (stereo not drawn)	-12.2%
32	Cc1ccccc1N(C)C1CN(C(=O)c2ccccc2F)C1	u
33	Cc1nn(C(=O)c2cccc([N+](=O)[O-])c2C)c(C)c1S(=O)(=O)N1CCOCC1	34.2%[activator]
34	CCOc1ccc(NC(=O)C(=O)NCCc2csc(-c3ccc(C)cc3)n2)cc1	9.1%
35	Cc1ccc(NS(=O)(=O)c2ccccc2)c(=O)n1CC(=O)NCc1cccc(Cl)c1	i
36	CO[C@H]1[C@H](NC(=O)c2ccc3n[nH]nc3c2)c2ccccc2C12CCNCC2	i
37	CC(C)CN1C(=O)c2cccn2CC1C(=O)NCCN(C)C1CCCCC1 (stereo not drawn)	u
38	COCC1CN(C(=O)c2cccc(Br)c2)CC12CCNCC2 (stereo not drawn)	i
39	CC(C)CC(NS(=O)(=O)c1ccc2c(c1)oc(=O)n2C)C(=O)NCCc1ccc(Cl)cc1 (stereo not drawn)	15.9%
40	O=C(NCc1cccc(Cl)c1)c1c2c(nc3ccccc13)C(=O)N(C1CCCCC1)C2	i
41	COCCOc1ccc2c(n1)CCN(C(=O)C1CCCC1)C2	i
42	CN1C(=O)C2(c3ccccc31)N(c1ccc(Br)cc1)C(=O)CS2(=O)=O (stereo not drawn)	-18.4%
43	Cc1cc(C)c(S(=O)(=O)Nc2ccc3oc4c(c3c2)CCCC4)cc1C	65.8%[activator]
44	CN(C)Cc1cn(C[C@H]2C[C@@H](NC(=O)COc3ccccc3)[C@H](O)[C@@H]2O)nn1	8.8%[44.1 µM]
45	O=C(CCC1CCN(S(=O)(=O)c2ccccc2)CC1)N1CCCC1	-18.8%

# Another view of 4 compounds above:
43: Cc1cc(C)c(S(=O)(=O)Nc2ccc3oc4c(c3c2)CCCC4)cc1C
  Pf Dd2 inh: 65.8%[activator]
38: COCC1CN(C(=O)c2cccc(Br)c2)CC12CCNCC2 (stereo not drawn)
  Pf Dd2 inh: i
42: CN1C(=O)C2(c3ccccc31)N(c1ccc(Br)cc1)C(=O)CS2(=O)=O (stereo not drawn)
  Pf Dd2 inh: -18.4%
37: CC(C)CN1C(=O)c2cccn2CC1C(=O)NCCN(C)C1CCCCC1 (stereo not drawn)
  Pf Dd2 inh: u

# The results go on.
no.	SMILES	Pf Dd2 inh
46	OCC1(CNCc2ccc(F)cc2)C[C@@H](O)[C@@H](O)C1 (stereo partly drawn)	3.5%[44.1 µM]
47	CCCNC(=O)C1CCN(Cc2cc3ccccc3n2Cc2ccccc2)CC1	u
48	Cc1ccc(OCC(=O)c2ccc3c(c2)N(CC(=O)NCCc2ccccc2)C(=O)CO3)cc1	-22.2%
49	COc1ccccc1Cc1nc2ccccc2nc1SCC(=O)Nc1ccccc1C(F)(F)F	-17.5%
50	COc1ccccc1-c1ccc2ncc(Nc3ccnc(N4CCOCC4)c3)n2n1	u
51	Nc1nc(C2CC(NC(=O)Cc3csc(-c4ccccc4)n3)C2)cc(=O)[nH]1 (stereo not drawn)	0.4%
52	CC(C)NC(=O)C1CCc2nnc(CNC(=O)c3ccc(Cl)cc3Cl)n21 (stereo not drawn)	31.1%[activator]
53	COC(=O)C1=C(C)N=C2SC=C(CC(=O)NCCc3cccs3)N2C1c1cccc(OC)c1 (stereo not drawn)	i
54	Cc1cc(-c2ccc(C)c(S(=O)(=O)NCC3CCN(Cc4ccc(F)cc4)CC3)c2)on1	u
55	CC1CCC(NC(=O)c2ccc(CS(=O)(=O)c3cccc(C(F)(F)F)c3)o2)CC1 (stereo not drawn)	-23.6%
56	COC(=O)c1ccc(Oc2nc3c(c(=O)n(C)c(=O)n3C)n2C(C)C)cc1	16.7%
57	COc1ccc(OC)c(NCc2cccn2-c2nnc(N3CCC(C)CC3)s2)c1	-11.4%
58	c1ccc(CN2Cc3[nH]cnc3C[C@H]2c2nc(-c3ccncc3)no2)cc1	10µM*
59	COCCNC(=O)C1CC(c2ccccc2)CN(C(=O)c2ccc(OC)c(OC)c2)C1 (stereo not drawn)	i
60	O=c1n(-c2ccc(Cl)cc2)nc2n1CCN([S+](=O)([O-])c1cccs1)C2	-11.4%
61	c1cncc(CN2CCCC3(CC(c4cccnc4)=NO3)C2)c1 (stereo not drawn)	15.4%
62	Cc1cccc(C(=O)Nc2cccc(OCc3cc(=O)n4c(C)csc4n3)c2)c1	-2.8%
63	NC(=O)[C@H](CC1CCCCC1)NC(=O)[C@H]1CN(C(=O)C2CCNCC2)CCN1C(=O)N1CCOCC1	-2.8%
64	CCOc1ccc(-n2c(=O)c3c(C)c(C)sc3n(CC(=O)Nc3ccc(CC)cc3)c2=O)cc1	u
65	CCc1nc2c(=O)n(CC(=O)N3CCN(c4cccc(C)c4C)CC3)nc(C)c2s1	i
66	COC1CCC12CCN(C(=O)c1ccc3cc[nH]c3c1)CC2 (stereo not drawn)	-18.5%
67	Nc1c(C(=O)NCc2ccccc2)nnn1Cc1cccc(Br)c1	2.1%
68	Cc1ccc(C(=O)N2CCC(Oc3ncccc3C(=O)N3CCCCC3)C2)cc1C (stereo not drawn)	u
69	COc1ccc2[nH]c(=O)c(CN3CCOC(CN)C3)cc2c1 (stereo not drawn)	-6.5%
70	CCCc1noc(-c2cn(C3CCN(C(=O)Cc4ccc(F)cc4)CC3)nn2)n1	84.0%[activator]
71	COCCN1C(=O)CS(=O)(=O)C12CCN(C(=O)CCc1cccc(OC)c1)CC2	i
72	Cc1cc(NC(=O)Cc2c[nH]c3ncc(-c4ccccc4C)cc23)n(C)n1	-14.7%[44.1 µM]
73	CC(C)=CCC1(CO)CCCN(Cc2csc(C)n2)C1 (stereo not drawn)	u
74	CCc1cc(=O)n(CC(=O)Nc2cccc(SC)c2)c(N2CCOCC2)n1	u
75	O=S(=O)(NCC(c1ccco1)N1CCOCC1)c1cc(F)ccc1F (stereo not drawn)	i
76	CCN(Cc1ccncc1)C(=O)c1cc(-c2cnn(CC)c2)nc2cc(C)ccc12	-25.6%
77	COC[C@H]1CCCN1C(=O)C[C@@H]1O[C@H](CNC(=O)c2ccccc2)[C@@H](O)[C@H]1O	7.3%[44.1 µM]
78	Cc1ccccc1CC1C(=O)Nc2ccc(Br)cc21 (stereo not drawn)	-8.0%
79	COc1ccccc1C(=O)N1CCCC2(CC(c3cccnc3)=NO2)C1 (stereo not drawn)	20.1%
80	COc1ccc2c(c1)c1c(c(=O)n(-c3ccccc3C)c(=O)n1Cc1ccccc1C)n2C	16.8%
81	Cc1ccc(C)c(NC(=O)CN2C(=O)CSc3nc(C)cc(C)c32)c1	24.0%
82	CS(=O)(=O)N1CCOc2ccc(CCC(=O)NCC3CC3)cc2C1	i
83	O=C(NC1CC(=O)N(Cc2cccc(F)c2)C1)c1ccccn1 (stereo not drawn)	-0.9%
84	O=C(Nc1c(C(=O)N2CCC(N3CCCCC3)CC2)oc2ccccc12)c1c(F)cccc1F	u
85	O=C(c1nc(-c2ccc(Cl)nc2)c2ccccn12)N1CCOCC1	6.1%
86	CCOc1ccc(N2C(=O)CS(=O)(=O)C23C(=O)N(Cc2cccc(Cl)c2)c2ccccc23)cc1 (stereo not drawn)	u
87	O=C(c1ccc(Cn2ccnc2)o1)N1CCC2(CC1)NCCc1c2[nH]c2ccccc12	12.6µM*
88	Cc1coc2c(C)c3oc(=O)c(CC(=O)NCc4ccccc4)c(C)c3cc12	-7.7%
89	C[C@H]1CCCN1C(=O)c1nnc(COc2cccc(Cl)c2)n1-c1ccccc1	-1.5%[44.1 µM]
90	CS(=O)(=O)N1CCN(C(=O)CCC2CCN(c3cc(NC4CC4)ncn3)CC2)CC1	i
91	Cn1nccc1C(=O)N1CCC(N2CC3CC(C2)[C@H]2CCCC(=O)N2C3)CC1 (stereo partly drawn)	1.7%
92	O=C(Cc1ccc(F)cc1)N1CCn2c(nnc2-c2ccccc2)C1	u
93	CC(C)(C)c1nnc2n1C(C(=O)NCCc1ccc(Cl)cc1)CC2 (stereo not drawn)	2.9%
94	Cn1ncc2c(C(=O)N3CCOCC3)cc(C(C)(C)C)nc21	14.8%[44.1 µM]
95	Cc1ccc(-c2cc(-c3ccccc3)c(C#N)c(SCC(O)CS(=O)(=O)Cc3ccccc3)n2)cc1 (stereo not drawn)	u
96	CCNc1ncc(C(=O)N2CCN(CCCCOC)CC2)cn1	-0.2%
97	O=[S+]1([O-])NC2(CCN(Cc3ccccc3)CC2)COc2ccccc21	u
98	COCCOC1CCOC2(CCN(C(=O)Cc3c[nH]c4ccccc34)CC2)C1 (stereo not drawn)	11.2µM*
99	Cc1noc(C)c1C(=O)N1CC(c2noc(C3CCCN3CC3CC3)n2)C1 (stereo not drawn)	u
100	COc1ccc(C(=O)NC2CCCN(c3cc(-c4ccc(F)cc4)[nH]n3)C2)c(C)c1 (stereo not drawn)	-20.4%
101	COc1cccc(CN2CC[C@H](c3n[nH]c(C)n3)[C@H](NC(=O)C3CC3)C2)c1	i
102	O=C(O)Cn1nc2c(cc1=O)CCCC2	-16.4%
103	O=C(c1cc2ccccc2[nH]1)N1C[C@@H](CO)[C@H](c2nc(C3CC3)no2)C1	u
104	COc1ccc(NC(=O)NCc2c(-n3cccc3)sc3c2CCCC3)c(OC)c1	9.4%
105	CC(C)C1=NOC2(CCN(C(=O)c3ccc(Cl)cc3)CC2)C1	0.2%

# Later entries
no.	SMILES	Pf Dd2 inh
106	O=C(c1cccc(OC(F)(F)F)c1)N1CCC(c2n[nH]c(=O)n2-c2ccccc2)CC1	-15.3%
107	Cn1c(=O)nc2n(-c3ccc(Cl)c(Cl)c3)c3cc(Cl)ccc3cc-2c1=O	-3.9%
108	CCN1C(=O)c2ccccc2Sc2ccc(NC(=O)c3ccc(Cl)cc3)cc21	i
109	Cc1ccc(NC(=O)Cc2ccc(NC(=O)N3CCCCc4ccccc43)cc2)cc1	24.1%
110	Clc1ccc(CSc2nc3ncccc3[nH]2)cc1	u
111	COCC(=O)N1CCc2cn(C)c3cccc(c23)C1	-7.7%
112	Cc1ccc(CNC(=O)CNS(=O)(=O)c2cccs2)cc1	47.8%[activator]
113	COc1ccc(CCC(=O)N2CCC(c3n[nH]c(=O)n3-c3ccc(C)cc3)CC2)cc1	-25.6%
114	O=C(CC1CCCN(c2cn[nH]c(=O)c2)C1)N1CCN(c2ccccc2)CC1 (stereo not drawn)	-11.6%

# This is a subset. The share of hits here may be higher or lower than overall.
